Source: PubChem (several laboratories)
PriA SSB inh = inhibitors of Klebsiella pneumoniae PriA binding to SSB C-terminal tail | inhibition, % at 33 µM | AlphaScreen SSBct-PriA binding, biotinylated peptide | 430,000 tested, 0.6% active; in the data active = inhibition mostly above about 37%, no sharp cut-off; inactive = mostly below about 20%;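 also: plate controls were negative control peptide for no effect and reference peptide for full effect; strong numbers were not always called active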
PfHsp40 yeast = rescue of PfHsp40-mediated yeast toxicity | AID 504582 | S. cerevisiae expressing PfHsp40, growth rescue, ATP luminescence | 340,000 tested, 0.68% active | growth rescue, % at 12.5 µM; in the data active = growth rescue above about 28%, passing the limit was not always enough; inconclusive = no clear call, values can overlap the other calls;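 also: yeast W303a lacking pdr1 and pdr3 grown in galactose medium; growth measured after three days at 30 °C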
Anthrax LF inh2 = anthrax lethal factor protease inhibition; P15917; multiplex microsphere protease cleavage assay, LF; inhibition, % at 10 µM; 360,000 tested, 0.12% active; AID 588501; also: plate controls were buffer without enzyme for full effect and enzyme alone for no effect
Target sequence (P15917 whole entry, looked up): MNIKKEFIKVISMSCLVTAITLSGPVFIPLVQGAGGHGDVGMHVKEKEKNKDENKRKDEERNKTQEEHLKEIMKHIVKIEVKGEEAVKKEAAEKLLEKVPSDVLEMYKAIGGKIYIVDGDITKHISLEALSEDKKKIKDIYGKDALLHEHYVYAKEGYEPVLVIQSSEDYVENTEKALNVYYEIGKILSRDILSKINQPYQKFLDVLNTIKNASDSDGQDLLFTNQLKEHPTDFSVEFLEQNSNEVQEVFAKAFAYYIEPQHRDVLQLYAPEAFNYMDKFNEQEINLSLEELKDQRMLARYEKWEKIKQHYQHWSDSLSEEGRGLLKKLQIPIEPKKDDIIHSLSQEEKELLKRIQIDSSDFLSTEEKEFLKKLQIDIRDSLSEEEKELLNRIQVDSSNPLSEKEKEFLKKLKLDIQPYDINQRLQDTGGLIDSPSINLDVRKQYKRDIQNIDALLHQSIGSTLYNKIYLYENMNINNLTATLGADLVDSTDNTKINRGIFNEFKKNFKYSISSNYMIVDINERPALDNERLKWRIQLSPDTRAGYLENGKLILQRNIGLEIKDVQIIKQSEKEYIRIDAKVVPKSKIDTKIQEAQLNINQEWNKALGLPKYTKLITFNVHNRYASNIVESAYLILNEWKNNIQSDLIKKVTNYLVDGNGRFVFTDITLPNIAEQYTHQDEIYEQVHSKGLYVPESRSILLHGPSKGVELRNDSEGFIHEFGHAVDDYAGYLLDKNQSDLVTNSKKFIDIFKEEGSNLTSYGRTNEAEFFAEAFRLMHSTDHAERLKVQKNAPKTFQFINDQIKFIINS
Vc quorum ag = induces V. cholerae light production without autoinducers | V. cholerae BH1578 lux reporter, luminescence, 6 h | activation, % at 18.7 µM | 350,000 tested, 0.16% active | AID 588436; in the data active = activation mostly above about 9.7%, no sharp cut-off; inconclusive = no clear call, values can overlap the other calls; inactive = mostly below about 3.7%; also: not every result past the cut was called active; inactives centre near 0; reference of the scale not given here
TcdB inh = inhibitors of Clostridioides difficile toxin B glycohydrolase; 350,000 tested, 0.24% active; TcdB glycohydrolase enzymatic assay, plate reader; inhibition, % at 9.99 µM; P18177; in the data active = inhibition above about 10%
Yp Topo-I inh = blocks Yersinia pestis topoisomerase I activity; activity, % at 10 µM; 360,000 tested, 0.064% active; AID 504884; Y. pestis Topo-I cleavage product accumulation, plate reader; in the data active = activity above about 50%, passing the limit was not always enough; inconclusive = no clear call, values can overlap the other calls; also: inactives centre near 2
SARS 3CLpro inh = SARS-CoV 3CLpro protease inhibition; P0C6X7; 290,000 tested, 0.14% active; inhibition, % at 6 µM; recombinant SARS-CoV 3CLpro, quenched FRET peptide cleavage; in the data active = inhibition above about 12%
BoNT A protease = inhibitors of Botulinum neurotoxin A light chain protease. multiplex microsphere protease substrate cleavage, flow cytometry. AID 588499. inhibition, % at 10 µM. 360,000 tested, 0.17% active; also: plate controls were buffer without enzyme for full effect and enzyme alone for no effect
PrPC surface inh = cell surface PrPC inhibition, primary TR-FRET screen | P04156 | TR-FRET read-out | inhibition, % at 13.8 µM | 370,000 tested, 0.43% active | AID 720596; in the data active = inhibition above about 24%; also: 0% = median of the test wells and 100% = reference compound wells
* marks the source's active call; other numbers are inactive results; i = inactive; u = inconclusive; x = no result given; & = joins results of further samples. Rule as the data show it, unless noted: active = inhibition above about 30%; inconclusive = no clear call, values can overlap the other calls; inactive = below that.

SMILES | PriA SSB inh | PfHsp40 yeast | Anthrax LF inh2 | Vc quorum ag | TcdB inh | Yp Topo-I inh | SARS 3CLpro inh | BoNT A protease | PrPC surface inh
CC1=CC2=NC(=O)C(c3ccccc3)C(=O)N2C=C1 (stereo not given) | -14 | -0.2 | 1 | -1.0 | -0.3 | 4 | x | -0.5 | 0
O=C(C1CCN(C2CCN(Cc3ccc4c(c3)CCO4)CC2)CC1)N1CCOCC1 | -16 | 0.7 | -3 | -0.4 | 2.7 | 14 | 4 | -0.2 | -10
CN1C2CCC1C(C(=O)O)C(OC(=O)c1ccccc1)C2 (stereo not given) | 0 | -0.4 | 1 | -0.3 | 0.1 | 3 | x | 0.6 | -2
Cn1c(=O)c(C(=O)c2ccccc2)c(O)c2ccccc21 | -8 | x | 5 | i | 1.3 | 3 | x | 0.1 | -3
Cc1cc(=O)[nH]c(SCc2cc(=O)n3nc(C)sc3n2)n1 | -3 | -0.2 | -15 | x | -3.7 | 7 | 3 | -0.2 | 4
CC1=C(C(=O)Nc2ccccc2C(=O)NCCCOC(C)C)SCCO1 | -11 | -1.5 | 3 | i | 0.5 | 0 | -4 | -1.1 | -1
Cc1cc(C)c(C(=O)CN2C(=O)NC3(CCCCCC3)C2=O)cc1C | -20 | 52* | 0 | i | 1.3 | 5 | 3 | 0.1 | 6
COC(=O)c1ccc(C2C(Oc3ccccc3C)C(=O)N2CCc2ccc(OC)c(OC)c2)cc1 (stereo not given) | -7 | 5.4 | -3 | i | x | 25 | -4 | -0.4 | -1
Cc1cc(=O)oc2cc(OCC(=O)N3CCN(C(C)c4ccccc4)CC3)c(Cl)cc12 (stereo not given) | 8 | 0.7 | -6 | i | 0.1 | -3 | x | -2.2 | 10
COc1cc(NC(=O)CCn2c(=O)[nH]c3ccsc3c2=O)cc(OC)c1 | 1 | -0.2 | 4 | i | x | 5 | -7 | 4.3 | 6
CS(=O)(=O)c1ccc(C(=O)NCC2(N3CCOCC3)CCCCC2)cc1 | -3 | 1.1 | -2 | i | 0.5 | 6 | x | -0.4 | -5
COc1ccc(NC(=O)CSc2nnnn2C2CC3C=CC2C3)cc1 (stereo not given) | 9 | 0.9 | -2 | i | 1.4 | 8 | 4 | 1.7 | 14
Cc1ccc(S(=O)(=O)c2nc(Nc3ccccc3N3CCOCC3)sc2Cl)cc1 | -20 | 0.2 | 0 | -0.5 | x | 21 | 1 | 1.1 | 9
CCCCCCCCOc1ccc(C(=O)O)cc1 | -2 | -0.1 | -4 | -0.3 | 0.0 | -4 | x | -0.4 | -1
Cc1ccccc1S(=O)(=O)Cc1ccc(C(=O)NC2CCC(C)CC2)o1 (stereo not given) | -11 | -0.8 | -3 | -6.2 | 0.6 | 20 | -6 | 0.1 | -2
CCCCC(=O)Nc1ccc(NC(=O)c2ccccc2OC)cn1 | -17 | -0.8 | 1 | 2.6 | x | 3 | 0 | -0.2 | -2
CSCCC(NC(=O)COc1ccccc1)C(=O)N1CCN(c2ccccc2)CC1 (stereo not given) | -13 | 0.4 | 2 | i | 0.6 | 30 | x | 1.8 | -1
COc1ccccc1/C=N/NC(=O)c1cccc(NC(=O)c2ccccc2Cl)c1 | x | -0.2 | 8 | -0.5 | 3.1 | -1 | 0 | 2.3 | -1
Fc1ccccc1CNCc1ccc2c(c1)OCO2 | -7 | 0.4 | -3 | -0.3 | -0.1 | -5 | -1 | 0.4 | 7
CN(C)C(=O)N1CCc2ccc([N+](=O)[O-])cc21 | x | x | 2 | i | 0.5 | -5 | x | -0.5 | -10
C=C(C)c1cccc(C(C)(C)NC(=O)NC(c2ccccc2)c2ccc(OC)cc2)c1 (stereo not given) | -5 | -0.4 | -2 | 0.0 | 2.7 | 16 | 3 | -0.7 | 5
Cc1cccc(NC(=O)CSc2nnc(CNC(=O)c3ccc(S(=O)(=O)N(C)C)cc3)n2-c2cccc(C)c2)c1 | -11 | -0.1 | -4 | -0.2 | x | -1 | -2 | -0.4 | -6
CC1CCN(S(=O)(=O)c2cc(C(=O)N3CCN(c4ncccn4)CC3)ccc2Br)CC1 | 10 | 4.1 | -2 | i | x | 21 | 1 | -0.4 | -5
CCc1ccc2[nH]c(=O)c(CN(Cc3ccccc3OC)Cc3nnnn3Cc3ccco3)cc2c1 | -1 | 8.7 | -5 | 0.2 | x | -1 | -2 | 2.4 | 4
Cc1ccc(C2CC(c3cccc(Br)c3)n3nc(N)nc3N2)cc1 (stereo not given) | -5 | -0.2 | -1 | -0.4 | 1.5 | -2 | -2 | 0.3 | 6

The closing 4 records of the part above come first, to join the parts:
SMILES | PriA SSB inh | PfHsp40 yeast | Anthrax LF inh2 | Vc quorum ag | TcdB inh | Yp Topo-I inh | SARS 3CLpro inh | BoNT A protease | PrPC surface inh
Cc1cccc(NC(=O)CSc2nnc(CNC(=O)c3ccc(S(=O)(=O)N(C)C)cc3)n2-c2cccc(C)c2)c1 | -11 | -0.1 | -4 | -0.2 | x | -1 | -2 | -0.4 | -6
CC1CCN(S(=O)(=O)c2cc(C(=O)N3CCN(c4ncccn4)CC3)ccc2Br)CC1 | 10 | 4.1 | -2 | i | x | 21 | 1 | -0.4 | -5
CCc1ccc2[nH]c(=O)c(CN(Cc3ccccc3OC)Cc3nnnn3Cc3ccco3)cc2c1 | -1 | 8.7 | -5 | 0.2 | x | -1 | -2 | 2.4 | 4
Cc1ccc(C2CC(c3cccc(Br)c3)n3nc(N)nc3N2)cc1 (stereo not given) | -5 | -0.2 | -1 | -0.4 | 1.5 | -2 | -2 | 0.3 | 6
Cc1ccccc1-c1cc(C(=O)Nc2nc3c(s2)CCCC3)c2ccccc2n1 | 10 | 0.2 | -4 | i | x | 4 | 4 | -1.5 | 14
O=C(/C=C/c1ccco1)N(c1ccccn1)c1ccccn1 | 7 | -0.6 | -7 | -0.3 | 2.0 | 0 | 0 | -0.3 | 6
Cc1ccccc1/C=c1\s/c(=C\C(=O)C(C)(C)C)[nH]c1=O | x | 0.2 | -2 | 0.3 | x | -2 | 2 | -0.6 | 9
CC1CCC2(CC1)NC(=O)N(NC(=O)C1CCN(C(=O)c3ccc(Cl)cc3)CC1)C2=O (stereo not given) | -12 | 0.4 | 9 | i | 1.9 | 0 | x | -1.1 | 2
COCc1c(C(=O)N/N=C/c2ccco2)nnn1-c1nonc1N | x | -1.7 | -1 | -0.4 | 1.8 | 0 | 0 | -1.1 | 1
O=S(=O)(Nc1ccc(Cc2ccncc2)cc1)c1ccc(Cl)cc1 | -15 | 0.1 | 3 | i | 2.1 | 1 | 7 | 0.5 | 40*
CNC(=O)/C(C#N)=C/c1c(N2CCN(c3cccc(Cl)c3)CC2)nc2c(C)cccn2c1=O | 6 | 1.0 | -15 | -0.5 | 0.5 | 2 | 5 | -1.1 | -10
Cc1cc2ncn(CC(O)COC3CCCCC3)c2cc1C (stereo not given) | -7 | 0.5 | 2 | -0.3 | x | 10 | -4 | -0.2 | 8
O=C(c1cccc(Cl)c1)C1CCCN(Cc2ccon2)C1 (stereo not given) | 4 | -1.9 | -3 | 0.9 | 0.6 | 3 | -1 | -0.3 | -4
Cn1c(N=NC(=O)c2ccccc2)c(O)c2ccccc21 | 35 | 1.7 | 1 | 0.1 | x | 3 | 4 | 1.6 | -63
Clc1ccc(-c2noc(CN(Cc3ccccn3)CC3CCCO3)n2)cc1 (stereo not given) | -5 | 1.2 | -4 | i | -1.4 | 6 | -2 | -1.2 | 9
Cc1ccc(NC(=O)Cn2nc(C)c(S(=O)(=O)N(C)C)c2C)cc1 | -2 | -0.4 | -6 | i | 1.4 | 0 | 7 | 0.0 | 8
CCNc1nnc(CSc2nc3ccccc3s2)s1 | 2 | -0.4 | 0 | -6.2 | x | 5 | 0 | 0.0 | -3
O=C(Cn1cc(C(F)(F)F)ccc1=O)NCC1CCCO1 (stereo not given) | -7 | -1.2 | -6 | 2.3 | -0.4 | -1 | x | -0.6 | 8
O=C(O)c1cnc(-c2ccccc2)nc1C(F)(F)F | -11 | -1.4 | -9 | 12 | 0.4 | -1 | -1 | -0.3 | 0
CCCn1c(=O)c(C(=O)NNS(=O)(=O)c2ccc(NC(=O)OC)cc2)c(O)c2ccccc21 | -1 | 0.8 | 3 | -3.1 | -0.4 | -2 | 4 | -0.7 | 2
O=C(C1CCC1)N1CCN(S(=O)(=O)c2cc(F)ccc2F)CC1 | -1 | 0.2 | 2 | -5.0 | 2.7 | -2 | x | -1.1 | 0
O=C(COC(=O)c1ncc(Cl)c(Cl)c1Cl)Nc1cccnc1Cl | -3 | -0.4 | -1 | i | 1.6 | 4 | x | 2.1 | -1
O=C1NCC(COc2ccc(Cl)cc2)O1 (stereo not given) | -10 | 1.0 | 1 | i | 0.6 | 4 | -1 | -0.7 | -3
C/C(=N\NC(=O)c1ccccc1)c1c(O)n(Cc2ccccc2)c(=O)[nH]c1=O | x | x | 3 | i | -0.2 | -11 | -5 | -0.8 | 5
Cc1csc(NC(=O)CSc2nc(=O)n(CCCN(C)C)c3c2CCC3)n1 | -1 | 0.4 | -3 | 1.9 | 1.0 | 1 | x | -0.8 | -2
O=C(COc1ccc(Cl)cc1)NCc1ccccc1 | -30 | -0.4 | -15 | 0.6 | 1.1 | 12 | 0 | -3.8 | -3
CC(C)c1cccc(C(C)C)c1NC(=O)CN1C(=O)NC2(CCCCCCC2)C1=O | -3 | 0.4 | 2 | -0.9 | 0.5 | -2 | x | 1.9 | 2
O=C(N1CCOCC1)C(F)(F)C(=O)N1CCOCC1 | -17 | -0.1 | 5 | i | x | -3 | 6 | -0.4 | 0
CCOC(=O)C1CCN(C(=O)CN(C)S(=O)(=O)c2cc(C)ccc2OC)CC1 | -8 | 0.2 | 0 | 5.3 | x | 5 | 4 | u | 0
SMILES | PriA SSB inh | PfHsp40 yeast | Anthrax LF inh2 | Vc quorum ag | TcdB inh | Yp Topo-I inh | SARS 3CLpro inh | BoNT A protease | PrPC surface inh
C/C(=N\NC(=O)c1csc(C)c1C)c1ccco1 | x | -0.6 | -1 | -0.3 | x | 1 | 5 | -1.8 | 6
COC(=O)c1ccc(CNC(=O)c2coc3ccccc3c2=O)cc1 | 5 | 0.6 | -6 | 0.5 | 1.7 | 13 | 4 | 0.4 | -1
O=C1/C(=C/c2cccc(Cl)c2)CSc2sccc21 | -8 | 2.8 | 18 | -0.4 | -0.3 | 0 | 0 | -2.4 | 7
CCOC(=O)C1=C(CC)Nc2ccccc2N/C1=N\S(=O)(=O)c1ccc2ccccc2c1 | x | 0.9 | -7 | 6.9 | 2.1 | 22 | 5 | -0.4 | 4
CC(=O)C(C(C)=O)C1(O)C(=O)c2ccccc2C1=O | -4 | -0.5 | 2 | -0.4 | -4.9 | -12 | 8 | 2.1 | -1
O=C(NC1CCN(Cc2cccc([N+](=O)[O-])c2)CC1)c1ccccc1 | -3 | 0.6 | -4 | i | 1.5 | -2 | -3 | -0.3 | -19
Cn1nccc1C(=O)Nc1ccc(S(=O)(=O)N2CCCC2)cc1 | -12 | -1.6 | -2 | -0.2 | 0.5 | 4 | 2 | 0.8 | -1
COc1cc(OC)cc(-c2oc(=O)c3cc(OC)c(OC)cc3c2/C=C/c2ccc(F)cc2)c1 | -3 | -0.6 | -2 | i | 1.7 | -1 | x | 0.2 | -4
c1ccc(Cn2c(CNc3nc4ccccc4n3CCN3CCCCC3)nc3ccccc32)cc1 | 17 | 3.6 | -2 | x | x | 31 | 0 | -0.4 | -7
O=C(COc1ccc2ccccc2c1)N1CCN(C2CCN(Cc3ccccc3)CC2)CC1 | -18 | 1.4 | -7 | -0.3 | x | 33 | 4 | 0.5 | -7
O=C(CN(CCO)Cc1ccccc1)N1CCN(S(=O)(=O)c2ccccc2)CC1 | x | x | -11 | i | 0.7 | -4 | x | -1.0 | 1
O=C(NCc1ccco1)Nc1ccccc1Cl | 15&-16 | -0.4 | -4 | -0.4 | x | 6 | -4 | -0.5 | 2
COCCNC(=O)C1(C)CCCN(C(=O)c2ccc(F)c(Cl)c2)C1 (stereo not given) | x | x | -5 | -0.3 | 0.5 | 5 | x | 0.2 | -2
c1cn2c(NC3CCCC3)c(-c3ccc(N4CCOCC4)cc3)nc2cn1 | -5 | 0.0 | -10 | -0.6 | -0.9 | 24 | x | 0.2 | -1

Some of the compounds tested. The share of hits here may be higher or lower than overall.
